TRb-SRC2 inh – qHTS for Inhibitors of the Interaction of Thyroid Hormone Receptor and Steroid Receptor Coregulator 2; TRbeta-SRC2 peptide binding, fluorescence polarization; receptor liganded with 1 µM T3; AID 1469, 2008; 0.065% of 280,000 active; Thyroid hormone receptor beta (Homo sapiens), P10828; Potency, µM (series often up to 106 µM), for the others: at the top dose activity change, negative = inhibition, actives largely listed as inhibitors;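 also: plate controls were bound peptide for no effect and peptide without receptor for full effect; nearly all actives have a fitted effect of over 50% in size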
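Human TRb ligand-binding domain (0.6 uM) is mixed with 20 nM Texas Red SRC2 peptide and 1 uM T3; after compound addition and 5 hr at ambient temperature, polarization is measured and normalized to unbound and bound controls.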
TR SRC2 fluor cs – Total Fluorescence Counterscreen for Inhibitors of the Interaction of Thyroid Hormone Receptor and Steroid Receptor Coregulator 2. TRb/SRC2 Texas Red total fluorescence interference. Potency, µM (highest dose often 106 µM), inactives show at the top dose fluorescence change, negative = quenching. 0.29% of 280,000 active. AID 1479, 2009; active = well fitted curve in either direction with a large enough effect; inconclusive = small, poorly fitted or top-dose-only effect; also: % is scaled to controls: 0 for no effect and ±100 for the full control effect
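Human TRβ ligand-binding domain (0.6 uM) and Texas Red SRC2 peptide (20 nM) in Tris buffer with 1 uM T3 and 5% DMSO were incubated with pinned compound for 5 hr at ambient temperature. Total fluorescence was computed as S + 2P (555/632 nm).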
L3MBTL1 block – qHTS Assay for the Inhibitors of L3MBTL1. Lethal(3)malignant brain tumor-like protein 1 (Homo sapiens), Q9Y468. AlphaScreen L3MBTL1–H3K9me1 peptide binding. Potency, µM (highest dose often 57.1 µM), for the others: at the top dose activity, negative = inhibition, actives largely listed as inhibitors. 0.66% of 230,000 active. AID 485360, 2010; also: % is scaled to controls: 0 for no effect and ±100 for the full control effect; nearly all actives have a fitted effect of over 60% in size
Target sequence (Q9Y468 whole entry, looked up): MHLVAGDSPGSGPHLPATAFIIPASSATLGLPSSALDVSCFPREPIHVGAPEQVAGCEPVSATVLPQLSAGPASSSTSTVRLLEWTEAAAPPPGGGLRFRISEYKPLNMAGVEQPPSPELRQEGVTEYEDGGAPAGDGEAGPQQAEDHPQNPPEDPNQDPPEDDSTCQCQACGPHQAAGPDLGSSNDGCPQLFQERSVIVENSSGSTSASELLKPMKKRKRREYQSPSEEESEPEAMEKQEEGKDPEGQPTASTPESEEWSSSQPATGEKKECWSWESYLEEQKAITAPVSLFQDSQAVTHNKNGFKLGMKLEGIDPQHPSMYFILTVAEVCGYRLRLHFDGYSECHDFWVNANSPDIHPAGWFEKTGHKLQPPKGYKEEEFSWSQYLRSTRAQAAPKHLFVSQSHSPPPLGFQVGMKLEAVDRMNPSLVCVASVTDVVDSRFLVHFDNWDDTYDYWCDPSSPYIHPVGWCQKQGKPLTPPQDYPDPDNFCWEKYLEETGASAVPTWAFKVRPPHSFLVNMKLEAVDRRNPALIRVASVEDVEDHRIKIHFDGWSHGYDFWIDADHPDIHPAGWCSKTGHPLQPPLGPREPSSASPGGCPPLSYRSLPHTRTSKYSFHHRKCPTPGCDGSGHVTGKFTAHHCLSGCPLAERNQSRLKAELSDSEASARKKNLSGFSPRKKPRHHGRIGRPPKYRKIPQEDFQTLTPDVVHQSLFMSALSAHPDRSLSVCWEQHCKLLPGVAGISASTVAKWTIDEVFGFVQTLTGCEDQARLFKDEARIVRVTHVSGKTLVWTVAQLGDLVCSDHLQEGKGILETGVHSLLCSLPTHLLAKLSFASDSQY
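AlphaScreen proximity signal between nickel-chelate acceptor and streptavidin donor beads (final 10 ug/mL) reports binding of 50 nM L3MBTL1 to 75 nM biotin-H3 K9me1 peptide; complex incubated with compounds 30 min at room temperature; cefsulodin titration as control.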
Tau fibril ThT – qHTS for Inhibitors of Tau Fibril Formation, Thioflavin T Binding | Microtubule-associated protein tau (Homo sapiens), P10636 | recombinant tau K18 P301L, heparin-induced fibrillization, ThT fluorescence | Potency, µM (top dose mostly 57.4 µM), without a hit: at the highest dose activity, negative = inhibition, usual class: inhibitors | 2.1% of 270,000 active | AID 1460, 2008; also: % is scaled to controls: 0 for no effect and ±100 for the full control effect; nearly all actives have a fitted effect of over 55% in size
Target sequence (P10636 561-689 P618L limits assumed): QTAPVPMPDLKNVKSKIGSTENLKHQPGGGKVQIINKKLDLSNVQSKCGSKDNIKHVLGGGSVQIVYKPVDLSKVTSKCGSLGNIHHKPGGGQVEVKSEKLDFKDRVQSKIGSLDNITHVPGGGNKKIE
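K18 P301L tau (15 uM + 0.24 uM Alexa 594-tagged), heparin 20 uM, NaOAc pH 7, 6 h 37 C; ThT 30 uM, 1 h RT, ex 450/em 510 nm.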
HTT cytoprotect – qHTS Multiplex Assay to Identify Dual Action Probes in a Cell Model of Huntington: Cytoprotection (ATP) | PC12 HTT-Q103 induced, cytoprotection, ATP luminescence, 40 h | Potency, µM (doses to about 56.4 µM), without a hit: cytoprotection (ATP increase), hits mostly activators | 0.14% of 230,000 active;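 also: % of control where 0% means no effect; nearly all actives have a fitted effect of over 45% in size; toxic huntingtin expression switched on by the ecdysone agonist tebufenozide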
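Stable PC12 Q103-GFP cells in serum-supplemented, phenol red-free DMEM; induction by tebufenozide at 100 nM final; compound dose series; cell viability quantified luminescently from ATP.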
Tau fibril FP – qHTS for Inhibitors of Tau Fibril Formation, Fluorescence Polarization; 0.39% of 280,000 active; Potency, µM (highest dose often 57.7 µM), for the others: top-dose activity, negative = inhibition, most hits filed as inhibitors; K18 P301L tau heparin fibrillization, Alexa594 FP, 6 h; AID 1468, 2008; also: % is scaled to controls: 0 for no effect and ±100 for the full control effect; nearly all actives have a fitted effect of over 55% in size
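Human tau K18 […] P301L fragment, 15 uM unlabeled plus 0.24 uM Alexa 594-labeled tau (final), with compound and 20 uM heparin in 100 mM sodium acetate pH 7; 6 hr at 37 C, then Alexa 594 FP read.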
Tau fluor counter – Counterscreen qHTS for Inhibitors of Tau Fibril Formation, Fluorescence Polarization; tau K18 P301L (four-repeat tau fragment) Alexa594 fluorescence, heparin fibrillization; Potency, µM (doses to about 57.7 µM), for inactives: at the highest dose activity change, negative = decrease; 0.93% of 280,000 active; also: % is scaled to controls: 0 for no effect and ±100 for the full control effect; nearly all actives have a fitted effect of over 55% in size
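Human K18 P301L tau (15 uM unlabeled plus 0.24 uM Alexa 594-labeled, final) in 100 mM sodium acetate pH 7 was mixed with compound and 20 uM heparin and incubated 6 hr at 37 C.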
RECQ1 helicase – qHTS Assay for Inhibitors of RecQ-Like Dna Helicase 1 (RECQ1). RECQ1 DNA unwinding, red fluorescence kinetic read. Potency, µM (highest dose often 57.3 µM), for the others: at the top dose activity, negative = inhibition, most hits filed as inhibitors. 0.54% of 240,000 active;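 also: plate controls were vehicle for no effect and no enzyme for full effect; nearly all actives have a fitted effect of over 30% in size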
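50 nM RECQ1T1 preincubated 15 min with compound in Tris pH 8.0 buffer with MgCl2, DTT, Tween-20 and 2.5 ug/ml poly(dI-dC); started with 200 nM TAMRA/BHQ-2 forked duplex and 2 mM ATP. Unwinding read as fluorescence (525/598 nm), two reads 2 h apart.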
* hit, by the source's call; i = inactive; ? = inconclusive; . = no result given; [ ] = another dose, or the depositor's remark. Unless noted, calls follow the shape of the dose curve; as a rule, active = well fitted curve in the direction sought with a large enough effect; inconclusive = small, poorly fitted or top-dose-only effect, or another doubt; inactive = no such curve, though single readings can be large; an effect the other way counts as inactive or inconclusive. Potency is read from the fitted curve at half-maximal effect.

SMILES | TRb-SRC2 inh | TR SRC2 fluor cs | L3MBTL1 block | Tau fibril ThT | HTT cytoprotect | Tau fibril FP | Tau fluor counter | RECQ1 helicase
COc1ccccc1Nc1nn2c(=O)c3ccc(C(=O)N4CCCC(C)C4)cc3nc2s1 (centres undefined) | -2% | -2% | . | -11% | . | 7% | ? | .
O=C(NC1=NCCS1)c1cc(-c2ccccc2)nn1-c1ccccc1 | -2% | -1% | -1% | 6% | 1% | 8% | 6% | -7%
COc1ccccc1-n1cc(C(=O)NCC(=O)N2CCN(Cc3ccccc3)CC2)c2ccccc2c1=O | 4% | -5% | -25% | -6% | -17% | 1% | -5% | -1%
Oc1ccc(Cl)cc1Sc1cc(Cl)ccc1O | 8% | 1% | . | . | 11%[10 µM] | . | . | 3%
O=C1CC(c2ccco2)CC(O)=C1C=NCCN1CCN(C2CC(=O)N(c3ccccc3)C2=O)CC1 (centres undefined) | 1% | -3% | -14% | -13% | 11%[10 µM] | 1% | -3% | 4%
Cc1ccccc1NC(=S)N(C)Cc1cccs1 | -2% | -1% | . | -5% | -5% | 7% | -2% | -12%
CCOC(=O)c1c(S(=O)(=O)N2CCCC(C(=O)Nc3ccccn3)C2)c(C)n(C)c1C (centres undefined) | -5% | -4% | . | 2% | . | 5% | 3% | .
CCn1c(=NC(=O)c2ccc(S(=O)(=O)N3CCCC3)cc2)sc2cc(Br)ccc21 | 8% | -12% | . | 10% | . | ? | -12% | .
S=C(c1ccc(N2CCOCC2)cc1)N1CCCCC1 | 1% | -7% | 10% | -4% | -8% | -5% | -2% | -6%
COc1ccc(S(=O)(=O)NCC(c2ccc(N(C)C)cc2)N2CCc3ccccc32)cc1F (centres undefined) | 3% | -1% | . | ? | . | 14% | ? | .

Four entries from above, set out differently.
Under each structure – TRb-SRC2 inh | TR SRC2 fluor cs | L3MBTL1 block | Tau fibril ThT | HTT cytoprotect | Tau fibril FP | Tau fluor counter | RECQ1 helicase
> O=C(NC1=NCCS1)c1cc(-c2ccccc2)nn1-c1ccccc1
    -2% | -1% | -1% | 6% | 1% | 8% | 6% | -7%
> COc1ccccc1-n1cc(C(=O)NCC(=O)N2CCN(Cc3ccccc3)CC2)c2ccccc2c1=O
    4% | -5% | -25% | -6% | -17% | 1% | -5% | -1%
> Oc1ccc(Cl)cc1Sc1cc(Cl)ccc1O
    8% | 1% | . | . | 11%[10 µM] | . | . | 3%
> O=C1CC(c2ccco2)CC(O)=C1C=NCCN1CCN(C2CC(=O)N(c3ccccc3)C2=O)CC1 (centres undefined)
    1% | -3% | -14% | -13% | 11%[10 µM] | 1% | -3% | 4%

Remaining list, next part.
SMILES | TRb-SRC2 inh | TR SRC2 fluor cs | L3MBTL1 block | Tau fibril ThT | HTT cytoprotect | Tau fibril FP | Tau fluor counter | RECQ1 helicase
CCCn1c(=O)c2ccccc2n2c(SCCOc3ccc(C)cc3)nnc12 | -17% | 2% | -5% | -4% | 4% | 1% | -8% | i
CC1(C)CC(NC(=O)CCc2nnc(CCCCc3ccccc3)o2)CCO1 (centres undefined) | 3%[53 µM] | -3%[53 µM] | 20% | -6% | 7%[10 µM] | 1% | -4% | i
Nc1nnc(SC2CCCC2)s1 | -1% | -5% | 7% | 4% | . | 14% | 9% | 3%
COc1ccc(Cn2nnc3c(=O)[nH]c(C4CCCN(C(=O)c5ccccc5)C4)nc32)cc1 (centres undefined) | 4% | 4% | 19% | 1% | 7% | 4% | 4% | 8%
COc1ccc(NC(=O)N2CCc3c([nH]c4ccc(OC)cc34)C2c2ccc(OC)cc2)cc1 (centres undefined) | -3% | -1% | . | 1% | . | ? | ? | .
COc1ccccc1NC(=O)/C(C#N)=C/c1cc([N+](=O)[O-])ccc1N1CCCC1 | -13% | -2% | 13% | ? | 4µM* | -2% | -21% | -13%
O=C(Cc1c[nH]c2ccccc12)NC1(C(=O)NC2CCCCC2)CCCCC1 | 6% | ? | 2% | -7% | -53%[inhibitor][10 µM] | 8% | -6% | -8%
CCOc1ccc(N2C(=O)CC(NCCc3ccc(S(N)(=O)=O)cc3)C2=O)cc1 (centres undefined) | 7% | 2% | 4% | -13% | -13% | 7% | -5% | -14%
O=C(NCc1ccc2c(c1)OCO2)c1ccc(-n2cnnn2)cc1 | -6% | 6% | -15%[11.4 µM] | 0% | -8%[10 µM] | 0% | 0% | i
COc1nc(N)c(C#N)c(-c2ccc(N(C)CCC#N)cc2)c1C#N | 1% | -4% | . | . | 13%[10 µM] | 14% | -1% | -2%
Cc1cc(C)cc(N(CC(=O)NC2CCCCC2)C(=O)c2ccc(C)s2)c1 | -13% | -3% | 0% | -6% | 5% | 10% | 2% | 3%
O=C(Nc1nc(-c2cc(F)ccc2F)cs1)c1ccccn1 | 1% | -6% | 2% | -13% | 17%[10 µM] | -13% | -22% | 16%
COc1ccccc1NC(=O)Cn1nnc(-c2ccccc2NC(=O)c2cccs2)n1 | 1% | 1% | 4% | 2% | -17%[10 µM] | ? | -21% | i
Cc1cccc(C(=O)OC(C)CN2CCOCC2)c1 (centres undefined) | -3% | 3% | 31%[activator] | -2% | 19%[10 µM] | 3% | -3% | -2%
Cc1cc(C(=O)CN2C(=O)NC3(CCC(C)CC3)C2=O)c(C)n1C (centres undefined) | -6% | 0% | -1% | -3% | -7% | 5% | 6% | -7%
CCN(CCNC(=O)CCCn1nc(C)n2c(cc3sccc32)c1=O)c1ccccc1 | 2% | -1% | . | ? | -2% | 3% | -24% | -12%
CSc1ncccc1C(=O)N1CCCC(C(=O)c2ccc3ccccc3c2)C1 (centres undefined) | 1% | -2% | -13% | -17% | 35%[10 µM] | -2% | -12% | -2%
CCOC(=O)c1c(-c2ccc(OC)cc2)csc1NC(=O)COc1ccc2c(C)cc(=O)oc2c1 | -29% | 2% | -5% | 5% | 1%[10 µM] | -2% | -5% | -12%
CCOc1ccc(NC(=O)CSc2nnc(-c3ccccn3)n2C)cc1 | -9% | 0% | -15% | ? | 12% | 11% | -19% | -3%
Cc1ccc(C)c(NC(=O)c2ncn[nH]2)c1 | 4% | 0% | 7% | -7% | 3% | -1% | -7% | i
CCOc1cc(C)nc(NCc2ccccc2)n1 | -2% | -3% | . | -6% | -16%[10 µM] | 11% | -5% | -7%
O=C(c1ccco1)N1CCN(C(=O)C(c2ccccc2)c2ccccc2)CC1 | 1% | -1% | 4% | -7% | -10%[10 µM] | -5% | -2% | 0%
CCOC(=O)c1[nH]c2ccccc2c1NC(=O)C1CCCCC1 | -14% | 2% | 43% | 5% | -8%[1.9 µM] | -7% | 0% | -2%
CC(=O)c1cn(CC(=O)Nc2ccc(C)c(C)c2)c2ccccc12 | 2% | -1% | -17% | 5% | -14% | -7% | 4% | -1%
CCOc1ccc(NC(=O)CN2C(=O)C(c3ccccc3)=NC23CCC(C)CC3)cc1 (centres undefined) | 2% | 0% | . | -15% | . | -7% | -26% | .
Cc1ccc(Sc2c(C(=O)Nc3ccc(F)cc3F)c(C(F)(F)F)nn2C)cc1 | 2% | -4% | 8% | -5% | -14% | -10% | -14% | -3%
CCOC(=O)C1CCN(C(=O)c2ccc(-n3ccc4ccccc43)s2)CC1 | -7% | -3% | . | ? | . | -3% | -16% | .
COc1ccc(CCN2C(=O)c3ccccc3C2(O)c2ncc[nH]2)cc1OC (centres undefined) | -2% | -5% | 10% | 1% | -12% | 0% | 1% | 2%
CCc1ccc(OCCCn2c(-c3ccc(Cl)cc3)nc3ccccc3c2=O)cc1 | 7% | -2% | . | -16% | . | ? | -15% | .
CCN(CCCNC(=O)c1cc2cc3cc(OC)ccc3nc2s1)c1cccc(C)c1 | -1% | -1% | . | ? | . | 9% | 4µM*[quencher] | .
CCc1nnc(NS(=O)(=O)c2ccc(N/C=C\C(=O)c3ccc(F)cc3)cc2)s1 | -5% | -7% | 31%[activator] | 4% | . | 4% | 6% | i
COc1ccc(C2NC(c3ccc(OC)cc3)C([N+](=O)[O-])C(C)(C)C2[N+](=O)[O-])cc1 (centres undefined) | 1%[53 µM] | -2%[53 µM] | -3% | 3% | -2%[10 µM] | ? | -17% | 16%
CCCC(=O)NC(=S)Nc1sc2c(c1C(N)=O)CCC2 | -5% | -2% | -3% | ? | . | -1% | -15% | -4%
O=[N+]([O-])c1ccc(COc2ccccc2/C=N/O)cc1 | -10% | -1% | -8% | ? | 1%[0.074 µM] | 3% | -6% | -7%
CC1=C(C(=O)Nc2ccc(C)cc2)C(c2ccco2)NC(=O)N1 (centres undefined) | 5% | -2% | 1% | -8% | 28%[10 µM] | 0% | -4% | 0%
Cc1nn(-c2ccccc2)c(N)c1Sc1cccc([N+](=O)[O-])c1 | -4% | -4% | -7% | -12% | 18%[10 µM] | 7% | -20% | -2%
O=C(NC1CCCCCCC1)c1ccccc1-c1ccccc1 | -6% | 2% | 2% | -11% | . | -5% | -9% | -11%
Cn1c(=O)c2c(nc(SCc3cc4c(cc3Cl)OCO4)n2C)n(C)c1=O | -13% | 3% | 3% | -6% | 0% | 0% | 4% | i
Cc1cccc(NC(=O)COc2ccc(/C=N\n3cnnc3)cc2)c1 | -1% | -2% | -3% | -10% | . | -2% | 0% | 6%
COC(=O)c1ccc2c(c1)N(Cc1nc(-c3cccc(C)c3)oc1C)C(=O)C1CCCN21 (centres undefined) | -8% | -1% | . | ? | -2% | -7% | -11% | -8%
Cc1nnc(NC(=O)C2COc3ccccc3O2)s1 (centres undefined) | -15% | -2% | -1% | -11% | -3% | 6% | 2% | i

Screens: PubChem, National Center for Advancing Translational Sciences (NCATS)

An excerpt; rates above refer to the full screens.
